SR-BI HDL uptake: blocks mouse SR-BI lipid uptake from DiI-HDL | 0.96% of 320,000 active | ldlA[mSR-BI] CHO cells, DiI-HDL uptake fluorescence, 3 h | Q61009 | inhibition, % at 12.5 µM | AID 488896;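 active means mean replicate inhibition of at least 70% and a set share of replicates each scoring 70 or more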;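 further: 0% = median of neutral control wells and 100% = median of positive control wells; values of inactives mirror those of a sister screen read the other way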
MITF act: increases MITF-driven TRPM1 promoter luciferase signal | activation, % at 12.5 µM | 0.75% of 300,000 active | SK-MEL-5 TRPM1-promoter luciferase, 24 h; % of positive control, neutral wells = 0 | AID 588334;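 active means mean activation of at least 80% with every replicate also reaching 80%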;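 further: 0% = neutral control wells and 100% = parthenolide positive control wells; values of inactives mirror those of a sister screen read the other way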
HTR5A ag ctr: counter-screen for OPRM1-OPRD1 agonists: human HTR5A agonism | P47898 | HTR5A agonist assay, luminescence, cell-based | activation, % at 9.3 µM | 0.61% of 340,000 active; in the data active means activation mostly above about 9.5%, no sharp cut-off; inactive means mostly below about 7.6%;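 further: 0% = cells with vehicle only and 100% = reference agonist; strong numbers were not always called active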
SR-BI uptake up: enhances SR-BI lipid uptake from DiI-HDL; activation, % at 12.5 µM; 0.096% of 320,000 active; CHO ldlA[mSR-BI] cells, DiI-HDL uptake fluorescence, 3 h; 100 = double the neutral-control signal;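 active means mean replicate activation of at least 60% and every replicate at or above 60%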;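 further: 0% = median plate neutral-control signal and 100% = twice that signal; values of inactives mirror those of a sister screen read the other way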
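Assay system: CHO ldlA[mSR-BI] cells, LDL receptor-null, SR-BI overexpressing; medium: Ham's F12 with 0.5% BSA, HEPES 25 mM, pH 7.4; also added: DiI-HDL 10 µg/mL; timing: 3 h uptake period with compound, 37 °C; signal: DiI fluorescence, bottom read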
Wnt bcat act: Wnt/beta-catenin pathway activation. Wnt/beta-catenin reporter cell assay, activator, plate reader. activation, % at 9.35 µM. 1.2% of 300,000 active; in the data active means activation above about 30%, passing the limit was not always enough;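 further: 0% = neutral control wells and 100% = positive control wells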
CDK5 inh: blocks human CDK5/p35 kinase activity; Recombinant CDK5/p35, ADP-Glo luminescence, 60 min; Q00535+Q15078; inhibition, % at 10 µM; AID 488839; 0.01% of 330,000 active;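 active means highest replicate inhibition of at least 50% and at least 75% of replicates reaching 50%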;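 further: plate controls were DMSO neutral control for no effect and GW8510 at 10 µM for full effect; many of its hits are not listed in these tables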
Target sequence (Q00535 whole entry, looked up): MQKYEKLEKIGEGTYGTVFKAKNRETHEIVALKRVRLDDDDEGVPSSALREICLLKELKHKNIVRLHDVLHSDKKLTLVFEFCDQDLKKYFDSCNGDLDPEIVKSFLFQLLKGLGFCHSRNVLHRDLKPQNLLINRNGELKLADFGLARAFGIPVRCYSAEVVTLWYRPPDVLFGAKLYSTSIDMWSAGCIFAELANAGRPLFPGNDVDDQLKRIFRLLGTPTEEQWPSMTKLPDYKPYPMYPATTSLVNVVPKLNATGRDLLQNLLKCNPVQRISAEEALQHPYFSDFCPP
Target sequence (Q15078 whole entry, looked up): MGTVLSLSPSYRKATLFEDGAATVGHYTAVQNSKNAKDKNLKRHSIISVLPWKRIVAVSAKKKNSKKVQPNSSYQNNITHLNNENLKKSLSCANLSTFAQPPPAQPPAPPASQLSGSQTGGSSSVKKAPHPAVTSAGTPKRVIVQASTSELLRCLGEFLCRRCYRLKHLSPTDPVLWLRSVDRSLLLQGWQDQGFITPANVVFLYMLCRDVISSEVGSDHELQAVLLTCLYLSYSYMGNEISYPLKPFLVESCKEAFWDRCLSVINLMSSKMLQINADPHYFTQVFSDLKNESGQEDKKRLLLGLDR
dFosB act: mouse delta FosB homodimer activation | purified delta FosB, TAMRA-CDK5 oligo fluorescence polarization; percent of positive-control signal above neutral wells | activation, % at 25 µM | 0.99% of 340,000 active | AID 493131;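 active means mean activation above about 17%, with every replicate also reaching it, limit read from the data, passing the limit was not always enough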;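 further: fluorescence polarization rise as delta FosB binds a TAMRA Cdk5 AP-1 oligo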
Target sequence (P13346 whole entry, looked up): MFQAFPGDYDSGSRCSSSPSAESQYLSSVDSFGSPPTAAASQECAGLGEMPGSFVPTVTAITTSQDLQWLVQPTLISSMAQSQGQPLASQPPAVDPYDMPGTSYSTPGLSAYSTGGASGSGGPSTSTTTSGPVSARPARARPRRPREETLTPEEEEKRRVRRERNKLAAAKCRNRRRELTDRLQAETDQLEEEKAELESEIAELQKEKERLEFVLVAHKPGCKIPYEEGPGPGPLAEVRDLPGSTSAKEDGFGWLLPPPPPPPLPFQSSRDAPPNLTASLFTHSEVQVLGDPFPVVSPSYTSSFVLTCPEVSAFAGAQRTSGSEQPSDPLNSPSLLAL
Rtt109 Vps75: inhibitors of Candida albicans Rtt109/Vps75 histone acetyltransferase | Q5AAJ8 | inhibition, % at 34.9 µM | purified Rtt109/Vps75, ThioGlo CoA-SH fluorescence, 4 h | AID 540336 | 0.16% of 330,000 active;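 active means inhibition of at least 50% in every replicate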
RTF Ca sens act: cardiac RTF calcium sensitization. IANBD-labeled TnC RTF fluorescence at EC20 calcium; 0% EC20 calcium, 100% full calcium. AID 493008. activation, % at 7.2 µM. P19429+P45379. 0.24% of 340,000 active;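 active means activation above the mean over all tested compounds plus 3 SD, cut at about 30% in these data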;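 further: rise in fluorescence read as greater calcium sensitivity of cardiac thin filaments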
PvdQ acylase: P. aeruginosa PvdQ acylase inhibition; purified PvdQ acylase, fluorescence plate reader; inhibition, % at 10 µM; 0.063% of 340,000 active; AID 488965; in the data active means inhibition above about 30%, passing the limit was not always enough;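 further: 0% = vehicle neutral wells and 100% = reference inhibitor wells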
* = called active by the depositor; · = no result given.

smiles	SR-BI HDL uptake	MITF act	HTR5A ag ctr	SR-BI uptake up	Wnt bcat act	CDK5 inh	dFosB act	Rtt109 Vps75	RTF Ca sens act	PvdQ acylase
Cc1ccc(-c2nn(-c3ccccc3)cc2C(=O)OCC(=O)Nc2ncc(Cl)cc2Cl)cc1	28	5	1	-28	-2	1.2	-14	0	4	6
O=C(CN(C(=O)CCC(=O)Nc1nccs1)c1ccc(F)cc1)NCc1ccc2c(c1)OCO2	-6	0	-4	6	-1	1.0	6	5	0	-18
CCC(C)c1ccc(S(=O)(=O)N2CCN(CC(O)CN3CCOCC3)CC2)cc1 (stereo unspecified)	-14	7	-1	14	-3	0.9	-2	6	-5	-21
Cc1ccc2nc(-c3ccncc3)c(Nc3ccccc3)n2c1	-15	-4	-2	15	-2	-0.1	-5	3	-3	-15
COc1cccc(C2C(C(=O)/C=C/c3ccco3)=C(O)C(=O)N2CCN2CCOCC2)c1 (stereo unspecified)	5	-9	-2	-5	-3	-0.3	-6	3	0	-9
COc1ccccc1S(=O)(=O)CC(O)COc1ccc(F)cc1Cl (stereo unspecified)	8	7	-1	-8	-1	-2.0	1	4	1	-4
CCCS(=O)(=O)N1CCN(Cc2c[nH]c3ccccc23)CC1	-6	-4	0	6	2	-1.2	-1	-4	2	0
COc1ccc(C(=O)NCC(=O)NCC(=O)OCC(=O)c2cccs2)cc1	-9	2	1	9	-25	0.0	2	-6	-4	15
O=C1CS/C(=N/N=C2C3CC4CC(C3)CC2C4)N1	-31	5	-1	31	-6	0.0	7	-3	0	-6
Cn1cc(C(=O)Nc2ccccn2)c(=O)c2ccccc21	-37	29	0	37	19	0.3	-13	-6	3	-14
COc1ccc(-c2ccc3c(c2)c(-c2cccs2)c(-c2cc(OC)cc(OC)c2)n3C)cc1	12	-4	0	-16	-12	0.9	6	13	-3	-2
CCC(C)[C@@H](N)C(=O)N/N=C/c1ccc2ncccc2c1 (stereo partly specified)	·	7	2	·	-2	-2.3	-1	14	1	-9

smiles	SR-BI HDL uptake	MITF act	HTR5A ag ctr	SR-BI uptake up	Wnt bcat act	CDK5 inh	dFosB act	Rtt109 Vps75	RTF Ca sens act	PvdQ acylase
COc1ccc(OC)c(/C=N/NC(=O)CC2C(=O)NN=C2C)c1 (stereo unspecified)	1	0	0	-1	-2	-1.0	0	-14	-1	10
CC(C)NS(=O)(=O)c1ccc(NC(=O)CCc2ccccc2)cc1	5	-8	-2	-5	-2	-1.5	-8	1	-4	-20
NS(=O)(=O)c1ccc(CCNS(=O)(=O)c2ccc(Cl)nc2)cc1	·	9	1	·	1	-3.0	-1	3	2	-7
COc1ccc(N2CCN(C(=O)c3cc(=O)c4cc(C)c(C)cc4o3)CC2)cc1	10	-4	7	-10	-1	0.7	-15	13	3	8
COc1ccc(N=c2ssnc2Cl)cc1	-30	-3	7	30	·	-1.3	2	12	6	-5
CSc1ccccc1C(=O)NCC1CCCO1 (stereo unspecified)	-12	4	1	12	·	3.8	-1	3	3	-16
C=CCOc1c(Br)cc(CNn2nnnc2N)cc1OC	-14	-9	4	14	·	-1.4	1	2	1	-5
O=C1c2oc3ccccc3c(=O)c2C(c2cccc(O)c2)N1CCCN1CCOCC1 (stereo unspecified)	-18	-7	-5	18	-1	0.6	3	9	6	-9
Cc1cc(Cl)c(S(N)(=O)=O)cc1OCC(=O)NC1CCCCC1	-2	5	-1	2	-1	-1.2	1	7	-4	0
Cc1cccc(NC(=O)NCCc2c[nH]c3ccccc23)c1	27	·	-6	-27	3	-0.9	3	-7	2	-8
Cc1ccc(OC(C)c2nnc(N)s2)cc1Cl (stereo unspecified)	-2	-4	5	2	·	1.3	2	3	-4	-5
CCCNc1nc(C)c(C(C)=O)cc1C#N	20	-11	5	-20	·	1.0	-1	5	-3	-13

2 entries from above, with values under each structure:
Below each compound: SR-BI HDL uptake, MITF act, HTR5A ag ctr, SR-BI uptake up, Wnt bcat act, CDK5 inh, dFosB act, Rtt109 Vps75, RTF Ca sens act, PvdQ acylase
C=CCOc1c(Br)cc(CNn2nnnc2N)cc1OC
 : -14, -9, 4, 14, ·, -1.4, 1, 2, 1, -5
Cc1ccc(OC(C)c2nnc(N)s2)cc1Cl (stereo unspecified)
 : -2, -4, 5, 2, ·, 1.3, 2, 3, -4, -5

Further records follow:
smiles	SR-BI HDL uptake	MITF act	HTR5A ag ctr	SR-BI uptake up	Wnt bcat act	CDK5 inh	dFosB act	Rtt109 Vps75	RTF Ca sens act	PvdQ acylase
Cc1nccn1-c1ncnc2sc3c(c12)CCCC3	-7	11	6	7	·	1.1	4	12	-7	-8
CC1(C(=O)O)CCC(C(=O)NC2CCCCCC2)C1(C)C (stereo unspecified)	0	-5	3	24	1	0.2	-5	-3	-1	-6
N=c1ncn(Cc2ccccc2)c2nc(SCCOc3ccccc3)[nH]c12	-17	-15	-5	17	-2	-0.6	2	-4	2	-13
CN(CC(=O)Nc1ccc(F)c(F)c1F)C(=O)C1=COCCO1	-12	-7	-1	12	1	-0.5	3	-3	-1	-5
NS(=O)(=O)c1cccc(NC(=S)NC(=O)C23CC4CC(CC(C4)C2)C3)c1	11	25	5	-11	·	·	-3	22	-3	5
CC(C)C(c1nnnn1CCc1ccccc1)N1CCN(C(=O)c2ccco2)CC1 (stereo unspecified)	-424	2	-2	424*	-2	-0.8	-4	0	3	-9
CCN(C(=O)COC(=O)c1nc(Cl)ccc1Cl)c1c(N)n(Cc2ccccc2)c(=O)[nH]c1=O	-9	-1	7	9	-2	3.9	-7	4	-1	-5
COc1ccc(C(=O)C(OC(=O)c2ccccc2Cl)c2ccccc2)cc1 (stereo unspecified)	-8	71	-2	8	·	0.0	-13	2	-2	-1
Cc1[nH]n(-c2cccc(Cl)c2)c(=O)c1C=NCC(C)C	31	111*	7	-31	3	0.9	-2	0	-3	2
CCOC(=O)NC(=O)CSc1nc(C)cc(C(F)(F)F)c1C#N	8	22	1	-8	13	0.7	0	-8	5	-10
COC(=O)c1cc(S(=O)(=O)N(C)c2ccc(C)c(C)c2)c[nH]1	26	-2	-4	-26	2	0.5	-4	16	-2	-17
O=C(NC1(C(F)(F)F)NC(=O)N(Cc2ccco2)C1=O)c1cccnc1 (stereo unspecified)	·	1	-2	·	0	-0.7	-6	1	2	-17

Profiles, looked up by structure. Order of values: SR-BI HDL uptake	MITF act	HTR5A ag ctr	SR-BI uptake up	Wnt bcat act	CDK5 inh	dFosB act	Rtt109 Vps75	RTF Ca sens act	PvdQ acylase
Record of `COC(=O)c1cc(S(=O)(=O)N(C)c2ccc(C)c(C)c2)c[nH]1` = 26	-2	-4	-26	2	0.5	-4	16	-2	-17
Record of `CC1(C(=O)O)CCC(C(=O)NC2CCCCCC2)C1(C)C` (stereo unspecified) = 0	-5	3	24	1	0.2	-5	-3	-1	-6
Record of `CN(CC(=O)Nc1ccc(F)c(F)c1F)C(=O)C1=COCCO1` = -12	-7	-1	12	1	-0.5	3	-3	-1	-5

Further entries:
structure | SR-BI HDL uptake | MITF act | HTR5A ag ctr | SR-BI uptake up | Wnt bcat act | CDK5 inh | dFosB act | Rtt109 Vps75 | RTF Ca sens act | PvdQ acylase
CCCNC(=O)CS(=O)(=O)Cc1nc(-c2cccc(OC)c2)oc1C | 26 | · | 13* | -26 | -1 | -0.7 | -4 | 1 | -3 | 13
Cn1c(=O)c2c(ncn2CC(O)CNc2cccc(Cl)c2)n(C)c1=O (stereo unspecified) | -3 | -10 | -1 | 3 | 0 | -2.5 | -2 | -5 | 1 | -16
Nn1cnnc1SC1CCCCC1NS(=O)(=O)c1ccccc1 (stereo unspecified) | -12 | 1 | 3 | 12 | 0 | 4.1 | -5 | 6 | -7 | 9
CC1CCCCN1CCCNC(=O)Cn1ncc2c([nH]c3ccccc32)c1=O (stereo unspecified) | -17 | 3 | 0 | 17 | -2 | -0.4 | -16 | 9 | -3 | 12
COc1ccccc1C(=O)NCC(=O)NCc1cc(=O)n(C)c(=O)n1C | -16 | 1 | -4 | 16 | 2 | 0.5 | 0 | -17 | 1 | -2
Cn1nnc(NC(=O)c2cccs2)n1 | -12 | 1 | -1 | 12 | -2 | 2.3 | 2 | 0 | -4 | 11
CC(C)(C)C(=O)CN1C(=O)NC2(CCCc3ccccc32)C1=O (stereo unspecified) | -15 | 3 | -1 | 15 | -1 | -2.0 | 2 | -2 | 11 | -14
Cc1ccc(OCCNC(=O)CCc2nc3sc4c(c3c(=O)[nH]2)CCCC4)cc1 | -6 | -7 | -5 | 6 | -1 | -4.0 | -16 | -5 | 6 | -9

structure | SR-BI HDL uptake | MITF act | HTR5A ag ctr | SR-BI uptake up | Wnt bcat act | CDK5 inh | dFosB act | Rtt109 Vps75 | RTF Ca sens act | PvdQ acylase
COc1ccc(NC(=O)CN2CCN(c3ccccc3Cl)CC2)cc1 | 3 | · | -4 | -3 | · | -1.0 | -4 | -4 | 4 | -13
CCCOP(=O)(OCCC)c1c([N+](=O)[O-])cc(C(F)(F)F)cc1[N+](=O)[O-] | -7 | -18 | 9 | 7 | · | 0.2 | 0 | 5 | 1 | -1
Cc1ccc(O)c(N=Cc2cccs2)c1 | -13 | -10 | 1 | 13 | · | 1.3 | -2 | 6 | 1 | -14
CCN(CC)C(=O)COCc1cc(-c2ccc3c(c2)OCO3)on1 | -24 | 29 | -1 | 24 | 4 | -1.3 | -7 | -1 | -1 | 1

From PubChem BioAssay
